rCAG binder = r(CAG) repeat RNA binding; inhibition, % at 3 µM; AID 651821; TO-PRO-1 dye displacement fluorescence; 370,000 compounds, 1.3% hits;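 active means inhibition above the plate cutoff, the mean of all test compounds on that plate plus 3 SD, cut at about 35% in these data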;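 further: 0% = DMSO alone and 100% = 100 µM mitoxantrone as full dye displacement; higher means more dye released from RNA so lower well fluorescence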
TCR CD3 inh = inhibitors of human TCR-CD3 interaction | TAMRA-labeled TCR probe fluorescence, biochemical | inhibition, % at 9.4 µM | 360,000 compounds, 0.37% hits; in the data active means inhibition above about 19%;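 further: recombinant mutant TCR 2C K166C tagged with TAMRA read by polarization; 0% = receptor in buffer alone and 100% = receptor with positive control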
mABHD4 FP = inhibits mouse alpha/beta hydrolase domain 4; Q8VD66; purified mABHD4, FP-Rh probe fluorescence polarization; inhibition, % at 8.92 µM; 370,000 compounds, 0.54% hits;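 active means inhibition exceeding the mean over every tested compound plus 3 SD, cut at about 30% in these data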;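 further: 0% = plate median of compound wells and 100% = S159A mutant with DMSO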
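Test system: mABHD4 protein | Buffer or medium: HEPES pH 7.0 buffer, 150 mM NaCl, 0.01% Pluronic F-127 | Probe or stimulus: FP-Rh fluorescent activity-based probe, added after compound pre-incubation | Timing: Pre-incubation 45 min, probe exposure 60 min, at 25 °C | Technique: Fluorescence polarization, excitation 525 nm, emission 598 nm, BODIPY TMR filters | Repeats: Single well per compound (singlicate)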
GC-A act = GC-A (human) enzyme activation; P16066; HEK293 GC-A cells, cGMP TR-FRET, EC30 ANP; 0% at EC30 ANP, 100% saturating ANP; activation, % at 10 µM; 370,000 compounds, 0.14% hits; AID 1671463; in the data active means activation above about 40%
PRMT1 FP inh = inhibitors of human PRMT1; inhibition, % at 2.79 µM; 370,000 compounds, 1.3% hits; recombinant PRMT1, activity-based probe fluorescence polarization; Q99873;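 active means inhibition above about 21% made by adding two undisclosed values, limit read from the data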
MBD2 inh = inhibitors of human MBD2 binding to methylated oligonucleotide | Q9UBB5 | TR-FRET | inhibition, % at 4.4 µM | 370,000 compounds, 0.31% hits; in the data active means inhibition above about 13%
NPR2 activator = GC-B (human) receptor activation | HEK293-GC-B cells, CNP EC30, cGMP TR-FRET; 0% at EC30 CNP, 100% saturating CNP | activation, % at 10 µM | 370,000 compounds, 0.11% hits | AID 1920062;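 active means activation at 10 µM reaching about 35% in either raw or pattern-adjusted values, limit read from the data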
Target sequence (P20594 whole entry, looked up): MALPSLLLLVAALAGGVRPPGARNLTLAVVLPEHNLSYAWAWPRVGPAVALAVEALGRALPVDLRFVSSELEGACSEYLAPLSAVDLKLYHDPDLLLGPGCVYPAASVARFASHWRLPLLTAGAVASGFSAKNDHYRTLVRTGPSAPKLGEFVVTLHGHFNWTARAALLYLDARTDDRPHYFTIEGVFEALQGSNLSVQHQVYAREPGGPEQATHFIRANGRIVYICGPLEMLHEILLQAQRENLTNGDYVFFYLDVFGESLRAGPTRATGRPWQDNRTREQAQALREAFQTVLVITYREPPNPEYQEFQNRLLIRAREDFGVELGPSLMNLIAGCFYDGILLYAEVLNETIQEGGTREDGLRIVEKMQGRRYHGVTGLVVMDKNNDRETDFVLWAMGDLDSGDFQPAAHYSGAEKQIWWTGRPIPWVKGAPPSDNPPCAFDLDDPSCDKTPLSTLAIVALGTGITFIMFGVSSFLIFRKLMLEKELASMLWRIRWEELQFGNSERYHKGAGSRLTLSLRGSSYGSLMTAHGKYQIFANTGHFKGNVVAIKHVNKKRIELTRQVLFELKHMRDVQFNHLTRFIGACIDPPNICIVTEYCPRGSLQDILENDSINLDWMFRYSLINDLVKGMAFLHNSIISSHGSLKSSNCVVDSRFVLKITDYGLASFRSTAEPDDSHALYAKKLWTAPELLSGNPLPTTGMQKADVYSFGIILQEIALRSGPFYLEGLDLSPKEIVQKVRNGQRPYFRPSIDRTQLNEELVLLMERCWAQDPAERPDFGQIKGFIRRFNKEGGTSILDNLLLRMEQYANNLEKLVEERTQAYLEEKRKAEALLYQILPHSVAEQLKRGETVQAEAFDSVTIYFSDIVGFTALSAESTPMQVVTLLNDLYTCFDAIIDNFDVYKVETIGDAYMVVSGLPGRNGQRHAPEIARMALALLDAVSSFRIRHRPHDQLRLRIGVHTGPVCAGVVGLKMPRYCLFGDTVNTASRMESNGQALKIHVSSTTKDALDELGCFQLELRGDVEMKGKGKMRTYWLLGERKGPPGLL
UHRF1 MBD2 ctr = UHRF1 methyl-DNA binding inhibition | 370,000 compounds, 0.75% hits | AID 687016 | inhibition, % at 4.4 µM | Q96T88 | UHRF1 binding to methylated oligo, TR-FRET; in the data active means inhibition above about 21%;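 further: UHRF1 SRA domain binding a hemimethylated CpG hairpin DNA probe; 0% = median of test compound wells and 100% = reference inhibitor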
HTRA1 inh = inhibitors of human serine peptidase HTRA1; Q92743; recombinant HTRA1, FP-rhodamine activity-based probe, fluorescence polarization; inhibition, % at 5.96 µM; 340,000 compounds, 0.5% hits; in the data active means inhibition above about 36%;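 further: 0% = enzyme with DMSO and 100% = wells lacking enzyme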
SIAE inh = blocks human sialic acid acetylesterase; Q9HAT2; SIAE FP-Rh probe binding, fluorescence polarization; inhibition, % at 9.66 µM; 370,000 compounds, 0.69% hits; AID 1053197;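 active means inhibition above a cutoff: mean of compounds within the control limits plus 3 SD of those, cut at about 17% in these data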;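 further: 0% = plate median of compound wells and 100% = probe without SIAE protein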
* = called active by the depositor; nt = not tested or not shown. This is a subset. The share of hits here may be higher or lower than overall.

SMILES	rCAG binder	TCR CD3 inh	mABHD4 FP	GC-A act	PRMT1 FP inh	MBD2 inh	NPR2 activator	UHRF1 MBD2 ctr	HTRA1 inh	SIAE inh
Cc1csc(NC(=O)CCCNC(=O)c2ccc(Cl)cc2)n1	-1	8	-3	0	2	-5	-3	1	-3	5
COc1ccc(C(=O)C(=NNc2ccccc2)c2ccc(OC)cc2)cc1	4	-3	-8	2	3	1	-1	1	-30	1
C#CCNC(=O)c1csc([C@@H]2O[C@H](CO)[C@@H](O)[C@H]2O)n1	2	1	2	1	-3	-1	-5	1	nt	6
CCOC(=O)Cc1ncccc1C(=O)Nc1ccc(Oc2ccccc2)cc1	2	4	-1	0	-4	-4	0	1	9	6
Cc1cccc(C)c1NC(=O)Nc1ccc2c(c1)OCO2	-1	0	2	0	0	3	2	3	2	-4
O=C1NCCOC(=O)[C@H](Cc2ccc(F)cc2)C/C=C\C[C@H]1CC(=O)N(CCO)Cc1ccccc1	2	1	-2	4	0	-2	3	0	5	-2
O=C(COC(=O)CN1C(=O)C2CCCCC2C1=O)NCc1ccc(Cl)cc1Cl (stereo not given)	-1	3	0	-1	-1	2	-3	3	3	-4
COc1cc(C(=O)NCc2nnc(SCC(=O)NCc3ccccc3)o2)cc(OC)c1OC	-2	3	2	-3	-2	-3	8	-6	6	0
CCOc1ccc(NC(C)c2cc(Cl)ccc2O)cc1 (stereo not given)	6	-6	-9	1	7	6	5	-1	16	-1
O=c1cc(O)nc(SCc2ccc(Cl)cc2)[nH]1	17	4	-3	nt	-4	1	nt	0	-9	-5
COc1cccc(CCNC(=O)c2cccc(NC(=O)C3=C(C)OCCS3)c2)c1	-1	2	2	10	-2	4	8	-5	-6	4
CC(C)(C)OC(=O)Nc1ccccc1-n1nnnc1C(C(=O)c1ccccc1)N1CCN(c2ccccn2)CC1 (stereo not given)	8	4	8	-2	1	-3	-2	-3	nt	3
Cc1c(NC(=O)C(C)OC(=O)c2cc3c4ccccc4n(C)c3s2)c(=O)n(-c2ccccc2)n1C (stereo not given)	5	-3	-10	0	4	-4	-3	-4	-7	-2
C=C(C)C1Cc2c(C)nn(-c3cccc4ccccc34)c2C1 (stereo not given)	0	-2	-11	4	-3	-2	2	-2	-21	3
Cc1ccc(C(=O)CC2SC(N)=NC2=O)cc1 (stereo not given)	4	9	-2	1	-2	-1	1	-4	5	-7
COc1cccc(NC(=S)N2CCN(c3ccc([N+](=O)[O-])cc3)CC2)c1	8	1	0	0	-1	-3	4	-2	2	-2
C[C@@H]1COC(=O)[C@@H](Cc2ccc(F)cc2)C/C=C\C[C@@H](CC(=O)NCCO)C(=O)N1	3	3	6	1	-5	-5	-8	-1	3	-3
CCc1cccc(OCCn2ccnc2)c1	0	2	16	2	-2	-4	0	-1	5	13
CC(C)C[C@H]1CN(CCCC[C@@H]2CNC(=O)C(=O)N2CC2CCCCC2)C(=O)C(=O)N1CCC1CCCCC1	2	3	-2	2	-3	3	-2	-2	nt	8
CN(C)C(=O)CN1C(=O)C2CCCCN2C(=O)c2ccccc21 (stereo not given)	3	-1	1	-2	2	2	3	1	4	3

Record cards, as listed above. Order of screens: rCAG binder	TCR CD3 inh	mABHD4 FP	GC-A act	PRMT1 FP inh	MBD2 inh	NPR2 activator	UHRF1 MBD2 ctr	HTRA1 inh	SIAE inh
O=c1cc(O)nc(SCc2ccc(Cl)cc2)[nH]1 as listed: 17	4	-3	nt	-4	1	nt	0	-9	-5
C[C@@H]1COC(=O)[C@@H](Cc2ccc(F)cc2)C/C=C\C[C@@H](CC(=O)NCCO)C(=O)N1 as listed: 3	3	6	1	-5	-5	-8	-1	3	-3
O=C1NCCOC(=O)[C@H](Cc2ccc(F)cc2)C/C=C\C[C@H]1CC(=O)N(CCO)Cc1ccccc1 as listed: 2	1	-2	4	0	-2	3	0	5	-2
CC(C)(C)OC(=O)Nc1ccccc1-n1nnnc1C(C(=O)c1ccccc1)N1CCN(c2ccccn2)CC1 (stereo not given) as listed: 8	4	8	-2	1	-3	-2	-3	nt	3

Sorted by SMILES length (low to high): part of the list above.
SMILES	rCAG binder	TCR CD3 inh	mABHD4 FP	GC-A act	PRMT1 FP inh	MBD2 inh	NPR2 activator	UHRF1 MBD2 ctr	HTRA1 inh	SIAE inh
Cc1csc(NC(=O)CCCNC(=O)c2ccc(Cl)cc2)n1	-1	8	-3	0	2	-5	-3	1	-3	5
C#CCNC(=O)c1csc([C@@H]2O[C@H](CO)[C@@H](O)[C@H]2O)n1	2	1	2	1	-3	-1	-5	1	nt	6
CC(C)(C)OC(=O)Nc1ccccc1-n1nnnc1C(C(=O)c1ccccc1)N1CCN(c2ccccn2)CC1 (stereo not given)	8	4	8	-2	1	-3	-2	-3	nt	3
O=C1NCCOC(=O)[C@H](Cc2ccc(F)cc2)C/C=C\C[C@H]1CC(=O)N(CCO)Cc1ccccc1	2	1	-2	4	0	-2	3	0	5	-2
C[C@@H]1COC(=O)[C@@H](Cc2ccc(F)cc2)C/C=C\C[C@@H](CC(=O)NCCO)C(=O)N1	3	3	6	1	-5	-5	-8	-1	3	-3

Quoted at random: three entries already listed.
SMILES	rCAG binder	TCR CD3 inh	mABHD4 FP	GC-A act	PRMT1 FP inh	MBD2 inh	NPR2 activator	UHRF1 MBD2 ctr	HTRA1 inh	SIAE inh
O=C1NCCOC(=O)[C@H](Cc2ccc(F)cc2)C/C=C\C[C@H]1CC(=O)N(CCO)Cc1ccccc1	2	1	-2	4	0	-2	3	0	5	-2
COc1cccc(NC(=S)N2CCN(c3ccc([N+](=O)[O-])cc3)CC2)c1	8	1	0	0	-1	-3	4	-2	2	-2
Cc1c(NC(=O)C(C)OC(=O)c2cc3c4ccccc4n(C)c3s2)c(=O)n(-c2ccccc2)n1C (stereo not given)	5	-3	-10	0	4	-4	-3	-4	-7	-2

New compounds follow:
SMILES	rCAG binder	TCR CD3 inh	mABHD4 FP	GC-A act	PRMT1 FP inh	MBD2 inh	NPR2 activator	UHRF1 MBD2 ctr	HTRA1 inh	SIAE inh
CCC(C)N(C(=O)COC(=O)CSc1ccc([N+](=O)[O-])cc1)C1CCS(=O)(=O)C1 (stereo not given)	-3	-10	-1	-1	5	2	0	-2	-1	11
O=C(NCCc1c[nH]c2ccccc12)OCc1cn(Cc2ccccc2Cl)nn1	5	nt	0	1	1	0	3	1	nt	0
CCn1c(-c2ccccc2)csc1=Nc1ccc(S(=O)(=O)O)cc1	26	4	-1	1	0	0	-6	0	-3	3
Cc1cc(=O)oc2cc(OCC(=O)N3CCCC3)c(Cl)cc12	1	5	11	3	3	2	1	0	2	-1
CC(=O)NCc1ccc(-c2nc3ccccc3s2)cc1	2	-5	-4	7	4	4	-3	-4	-17	-8
Cc1cccn2c(=O)c(/C=C(\C#N)S(=O)(=O)c3ccccc3)c(N3CCN(c4ccccc4)CC3)nc12	3	1	0	-2	2	-4	-3	-1	1	-8
Cc1ccc(OCC(=O)OCC(=O)c2ccccc2)cc1C	-2	-10	-9	-2	0	-3	-5	1	5	1
COc1cc(NC(=O)C2CCCO2)c(OC)cc1NC(=O)c1ccccc1 (stereo not given)	0	-6	2	-1	2	19*	0	-2	7	4
CC[C@](C)(O)c1cc2ccccc2c(=O)o1	1	4	4	5	1	-3	0	0	1	2
COc1ccc(-n2c(CCc3ccccc3)nnc2SCC(=O)NCc2ccccc2)cc1	0	2	-20	-23	5	9	-17	18	-12	-5
O=C(COC(=O)/C=C/c1ccc(Br)o1)Nc1cccc(S(=O)(=O)N2CCOCC2)c1	24	-2	0	-2	19	-1	0	13	-14	-6
COCCCNC(=O)CN1C(=O)COc2ccc(S(=O)(=O)N3CC(C)CC(C)C3)cc21 (stereo not given)	-4	3	-1	4	1	3	0	0	3	2
Cc1ccc(CN2CC[C@H]3C=CCc4cccc(c43)C2)cc1	-5	-5	9	-5	1	4	-2	2	-9	4
COc1ccc(NC(=O)CSc2ncccn2)cc1S(=O)(=O)N1CCCCC1	6	-6	2	4	1	-3	0	1	-3	-3
COc1ccc(OC)c(NC(=O)c2ccc(-c3cccs3)cc2)c1	10	3	-17	-3	2	-3	-4	0	-32	-2
O=C(/C=C/c1ccc2c(c1)OCO2)NCCSCc1ccc(Cl)cc1Cl	3	6	-7	0	0	-2	-7	1	-56	-35
CC(=O)N1N=C(c2cccc([N+](=O)[O-])c2)OC1(C)CC(=O)Nc1ccccc1 (stereo not given)	-8	4	-6	-8	-3	1	3	-2	-1	3
O=C1CC(Nc2ccc(N3CCOCC3)cc2)C(=O)N1Cc1ccccc1 (stereo not given)	35*	18	49*	-2	12	-3	-6	0	49*	18*
CC1CCCN(C(=S)SCC(=O)c2cc(Br)cc(Br)c2O)C1 (stereo not given)	26	-42	-8	1	6	-1	-2	1	18	-1
Cc1c([N+](=O)[O-])c([N+](=O)[O-])nn1CC(=O)N1CCCCC1	1	8	-6	5	-3	5	-7	1	-3	-2
COCCCn1c(=O)c2ccccc2n(Cc2ccccc2)c1=O	-8	-3	-5	7	-1	0	6	-2	-2	-3
COc1ccc(C(=O)Oc2ccc(/C=N/O)cc2)cc1	1	2	0	7	-2	-4	-3	-5	-10	1
CCOc1ncccc1C(=O)Nc1ccc(-c2ccc3nnc(C)n3n2)cc1	0	2	-9	-14	-3	5	-7	-2	1	-6
Cc1ccc(OCCCSc2n[nH]c(N)n2)cc1	0	5	1	12	-1	-4	0	-3	2	2
CCOC(=O)COc1ccccc1/C=N\NC(=O)c1cc2c(ccc3ccccc32)o1	4	0	-22	29	1	0	7	-1	-104	-97
CC1(C(=O)NS(=O)(=O)c2ccc(F)cc2F)CCN1C(=O)Cc1cc(F)ccc1F (stereo not given)	1	-11	11	3	4	6	0	2	nt	3
O=C(O)c1cccc(S(=O)(=O)Nc2ccccc2-c2ccccc2)c1	3	-1	4	-2	-1	-1	5	-1	-13	2
Cn1c(=O)c2c(nc(-c3ccccc3)n2C)n(Cc2ccccc2)c1=O	1	3	-3	11	0	-4	20	1	4	-2
Cc1c(NC(=S)SCc2ccccc2)c(=O)n(-c2ccccc2)n1C	-4	6	-5	4	2	-4	2	-2	1	6
Clc1ccc(CNc2ccccn2)cc1	-3	-2	1	-3	-1	-4	-3	2	1	5
COc1cc(C(=O)Nc2nnc(C3CC3)s2)ccc1OCc1c(C)noc1C	-1	-3	-1	-3	0	7	-3	3	5	-3
COc1cccc(NC(=O)CN(c2ccc3c(c2)OCO3)S(C)(=O)=O)c1	4	1	-4	-10	1	-2	-7	-2	nt	2
CC1CCC(NS(=O)(=O)c2ccc(Cl)s2)CC1 (stereo not given)	-3	-1	-3	-5	-5	-2	-8	-1	-12	-2
CCS(=O)(=O)c1ccc(C(=O)NC2CC2)c(Cl)c1Cl	-5	6	1	-1	-1	3	5	-1	6	2
CCC(C)(C)C1CCC2(CC1)NC(=O)N(CC(=O)N(C)CC(=O)Nc1ccccc1C(F)(F)F)C2=O (stereo not given)	-4	2	-6	3	-9	-5	-2	-3	1	3
COC(=O)[C@]12C[C@H](CC(=O)N3CCCC3)C(=O)N(Cc3ccc4c(c3)OCO4)C1=C[C@H](C(C)(C)C)O[C@@H]2C	-1	-6	-5	-5	0	2	-3	2	nt	4

Screening results from PubChem.
